High-throughput results deposited in PubChem by PCMD.
AP complement – alternative pathway complement inhibition, orthogonal assay; Human serum alternative complement pathway, LPS-coated ELISA, C3 deposition; tested in compound mixtures; inhibition, % at 5 µM; AID 1235; 0.08% of 62,000 active;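 active means inhibition above 30% in each of the two pooled mixtures holding the compound, so the lower value exceeds 30%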;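 further: 0% = serum in Mg-EGTA without compound and 100% = EDTA serum blank; some compounds past the cut are filed as inactive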
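Test system – human serum alternative complement pathway, C3 deposition on LPS-coated wells · Buffer or medium – diluted human serum in Mg2+-EGTA GVB++ · Compound dosing – 5 µM each compound, pools of ten, 50 µM per pool · Schedule – 1 h serum-compound exposure at 37 °C · Measured by – Anti-C3 ELISA, OD 450 nm · Read-out basis – percent inhibition of C3 deposition onto LPS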
Ec RNAP inh – inhibitors of Escherichia coli RNA polymerase; E. coli RNA polymerase, fluorescence transcription assay; 0.2% of 62,000 active; inhibition, %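 (tested at 10 µM)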; in the data active means inhibition above about 20%;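 further: 0% = enzyme without compound and 100% = no enzyme blank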
FXIa inh mix – inhibitors of human coagulation factor XIa, pooled mixtures | 0.19% of 62,000 active | P03951 | purified FXIa, fluorogenic substrate | AID 680 | inhibition, % at 5 µM; in the data active means inhibition above about 20%, passing the limit was not always enough;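 further: each value is inhibition by a whole ten-compound pool holding the compound; 0% = enzyme with no mixture and 100% = wells lacking enzyme; strong numbers were not always called active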
CatS block – inhibitors of human cathepsin S | P25774 | recombinant cathepsin S, AMC dipeptide fluorescence, pooled mixtures | inhibition, %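 (tested at 5 µM per compound within 10-compound mixtures)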 | 0.06% of 62,000 active | AID 501; in the data active means inhibition above about 32%, passing the limit was not always enough;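 further: 0% = enzyme without compound and 100% = blank without enzyme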
CatL inh – inhibitors of human cathepsin L. P07711. purified cathepsin L, fluorogenic substrate, fluorescence. inhibition, %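 (tested at 10 µM)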. 0.17% of 58,000 active; in the data active means inhibition above about 45%;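 further: 0% = enzyme with no compound and 100% = no enzyme blank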
CatB inh – inhibitors of human cathepsin B; purified cathepsin B, fluorogenic substrate, fluorescence; inhibition, %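 (tested at 10 µM)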; 0.1% of 63,000 active; AID 453; in the data active means inhibition above about 21%;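 further: 0% = enzyme with no compound and 100% = no enzyme blank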
CatG inh – blocks human cathepsin G enzyme activity; purified enzyme, AMC-tetrapeptide fluorescence, pooled mixtures; inhibition, % at 5 µM (by protocol); 0.2% of 62,000 active;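 active means inhibition above 20% in each of the two mixture wells holding the compound; inactive means inhibition of 20% or less in either well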;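 further: 0% = enzyme control without mixture and 100% = blank lacking enzyme; strong numbers were not always called active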
CatB mixtures – human cathepsin B inhibition by mixtures; inhibition, %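 (ten-compound pools at 5 µM per compound and 50 µM total)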; 0.06% of 62,000 active; Purified cathepsin B, AMC dipeptide fluorescence, compound mixtures; P07858; in the data active means inhibition above about 22%, passing the limit was not always enough;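 further: 0% = enzyme without compound and 100% = no enzyme blank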
C1s block – human complement C1s inhibition. purified C1s, fluorogenic AMC substrate, pooled mixtures. mean inhibition % of two 10-compound mixtures (stronger effect = higher value), % at 5 µM (by protocol). P09871. 0.16% of 62,000 active;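 active means inhibition above 20% in each of the two 10-compound mixture wells holding the compound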;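 further: 0% = enzyme wells lacking compound mixture and 100% = no-enzyme blank wells; some compounds called inactive have numbers as strong as hits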
Active calls of the source: *; / = no result given. The list is partial (hit frequency here may not be typical).

AP complement	Ec RNAP inh	FXIa inh mix	CatS block	CatL inh	CatB inh	CatG inh	CatB mixtures	C1s block	mol
12	0	9	11	16	-1	-2	-1	12	CCNC(=O)c1sc(=S)n(CC)c1N
-19	6	2	16	0	7	-10	7	-8	C=CCNc1nc(N)c(C(=O)c2ccc3c(c2)OCO3)s1
-7	1	13	7	-1	2	2	0	-3	Cc1cc(NC(=O)COC(=O)CCCOc2ccc(Cl)cc2C)no1
-4	5	7	5	9	13	-3	7	31	Cc1cc(NC(=O)c2ccc3nc(C)sc3c2)no1
3	4	6	4	0	-1	-2	1	-1	Cc1ccc(NC(=O)CN(c2ccccc2F)S(C)(=O)=O)cc1
6	9	5	19	9	5	19	5	16	O=C(O)c1cccc(CSc2nnc(Cc3ccccc3)o2)c1
13	11	5	-3	-4	1	11	7	8	O=C(COC(=O)c1ccco1)Nc1ccc2c(c1)OCCO2
2	13	-9	6	14	1	-4	1	-44	O=C(CSc1ncn(-c2ccccc2)n1)N1CCc2ccccc21
-1	1	6	-2	8	1	-1	-4	-6	COCCNC(=O)C1c2ccccc2C(=O)N(CCOC)C1c1ccc(F)cc1 (centres undefined)
5	/	4	13	12	4	11	2	2	O=C(CN1C(=O)CCC1=O)Nc1ccc(Br)cc1
15	5	1	-2	3	-1	7	1	-8	CN(C)c1ccc(-c2nc3n(n2)C(c2cccnc2)C2=C(CC(C)(C)CC2=O)N3)cc1 (centres undefined)
2	11	6	2	14	0	11	3	13	O=C(NCCC1=CCCCC1)C1CC(=O)N(C2CCCCCC2)C1 (centres undefined)

3 compounds already listed, sorted by the number in CatB inh, lowest first.
AP complement	Ec RNAP inh	FXIa inh mix	CatS block	CatL inh	CatB inh	CatG inh	CatB mixtures	C1s block	mol
15	5	1	-2	3	-1	7	1	-8	CN(C)c1ccc(-c2nc3n(n2)C(c2cccnc2)C2=C(CC(C)(C)CC2=O)N3)cc1 (centres undefined)
13	11	5	-3	-4	1	11	7	8	O=C(COC(=O)c1ccco1)Nc1ccc2c(c1)OCCO2
6	9	5	19	9	5	19	5	16	O=C(O)c1cccc(CSc2nnc(Cc3ccccc3)o2)c1

The listing continues.
AP complement	Ec RNAP inh	FXIa inh mix	CatS block	CatL inh	CatB inh	CatG inh	CatB mixtures	C1s block	mol
20	4	-7	-5	-2	7	-2	0	-88	Cc1ccc(-c2ccc(CCC(=O)O)n2C(C)C)cc1
15	1	10	1	-1	1	9	2	14	CCCCN1CCc2c([nH]c3ccccc23)C1=O
-7	3	7	3	0	6	10	0	1	O=C(O)c1cc(-c2ccc3c(c2)OCO3)nc2ccccc12
5	-16	-6	-7	-1	5	-18	-4	-35	Cc1n[nH]c(C)c1S(=O)(=O)N1CCN(c2ccccn2)CC1
7	8	5	2	8	0	2	6	-28	CCc1nnc(NC(=O)C2CCCN2C(=O)Nc2ccccc2OC)s1 (centres undefined)
-5	7	5	2	18	-1	9	0	14	O=C(NCCN1CCNCC1)c1ccccn1
3	17	-2	5	24	2	9	-6	-1	CC1CC(C)CN(c2ncnc3c2cnn3-c2ccc(Cl)cc2)C1 (centres undefined)
18	-6	2	-9	-4	-2	1	-4	-3	CCOC(=O)c1nnn(-c2nn3nnnc3c3ccccc23)c1C
-3	/	-1	-6	1	-2	-13	1	-23	NC(=O)NC(=O)COC(=O)CCCc1c[nH]c2ccccc12
8	9	6	-8	11	-1	12	2	10	COc1cc2[nH]c3c(N4CCC(C(N)=O)CC4)ncnc3c2cc1OC
10	9	0	1	2	1	8	3	2	CCOCCCNC(=O)CCS(=O)(=O)Cc1ccc(C)cc1
0	7	2	0	-1	0	-6	0	3	O=C(Nc1nc2ccc(S(=O)(=O)N3CCCC3)cc2s1)c1cccs1
3	6	1	14	-1	12	-22	12	-2	O=C1CC(c2ccco2)=Nc2ccccc2N1
19	6	4	-4	-3	4	8	2	2	COc1ccc2ccc(Oc3ncccn3)cc2c1
8	3	12	17	/	0	-1	-1	-10	Cc1nc(N2CCN(C(=O)c3ccco3)CC2)c2oc3ccccc3c2n1
-21	4	3	21	19	3	-10	5	-15	Cn1c2c(c(=O)n(C)c1=O)C(NC(=O)c1ccco1)(C(F)(F)F)C(=O)N2 (centres undefined)
-4	8	-4	6	13	3	6	-8	-13	Cc1ccc(NC(=O)c2ccccc2F)nc1
9	7	7	6	11	6	-3	2	1	O=c1c2ccccc2c2ccccc2c(=O)n1CC1CCCO1 (centres undefined)
-3	3	4	11	0	-1	-4	-2	-3	O=C(c1cccs1)N1CCOCC1
7	2	7	0	-2	0	9	1	11	CCOC(=O)c1ccc(CC(=O)c2oc3cc(O)ccc3c2C)o1
14	2	6	-3	-4	-1	13	5	15	CCN(CC)S(=O)(=O)c1ccc(C(=O)Oc2ccc3c(c2)OCO3)cc1
11	/	-1	4	3	-1	-3	4	-18	CCN(CC)c1ccc(N2C(=O)c3ccccc3C2=O)cc1
-7	7	5	10	-4	2	9	4	16	Cc1cccc(OCc2nnc(SCC(=O)c3cccs3)n2C)c1C
6	4	6	1	12	0	7	-3	11	COc1cccc(C2NC(C)(C(=O)O)C3C(=O)N(C(C)C)C(=O)C23)c1O (centres undefined)
10	5	3	-2	/	-4	-1	5	-42	N#Cc1nc(-c2ccccc2F)oc1NCCc1ccccn1
-2	7	2	4	13	5	-7	1	-56	Cc1ccc(NC(=O)CNS(=O)(=O)c2cccs2)cc1F
17	7	17	1	8	-3	39	7	8	CCN1CCN(c2cc(C)c3cc(NC(=O)c4ccc5c(c4)OCO5)ccc3n2)CC1
9	7	5	-11	10	1	12	0	-3	COCCCN1C(=O)c2ccc(C(=O)NCc3ccco3)cc2C1=O
9	10	6	-4	7	7	8	2	-9	COC(=O)c1cccc(NC(=O)CSc2nnnn2C)c1
0	7	15	9	8	5	9	5	17	CCOC(=O)N1CCN(C(=O)c2ccc(C)c(S(=O)(=O)Nc3ccccc3)c2)CC1
17	1	5	-9	-5	1	7	3	-2	Cc1nc2sc(C(c3ccccc3)N3CCN(C)CC3)c(O)n2n1 (centres undefined)
23	5	1	0	-1	1	9	-3	2	Cc1cc(Br)ccc1SCC(=O)OCC(=O)N1CCN(C(=O)c2ccco2)CC1
17	6	11	0	3	-1	0	6	-25	CCn1c(O)c(C2=NCCCC2)c2ccccc21
17	-1	0	0	15	2	5	1	-2	COC(=O)c1oc2ccccc2c1NC(=O)CN1CCCC1
2	5	3	-6	2	3	-4	4	-8	COc1ccccc1OCC(=O)NCC1CCCCC1
12	1	9	-5	-15	1	6	2	0	Cc1nc(NC(=O)c2ccco2)sc1C(=O)Nc1ccc(Br)cc1
-5	-2	5	2	9	-3	-6	-7	-7	CCN1C(=O)c2ccccc2S(=O)c2ccc(C(=O)NCCCN3CCCC3=O)cc21 (centres undefined)
15	-1	-6	-5	-7	2	5	2	-9	COc1ccc(N2CCN(CCCNC(=O)CCCn3c(=O)[nH]c4ccsc4c3=O)CC2)cc1
14	4	4	-4	-12	-1	5	1	7	CCCCN(C)C(=O)C1CCN(CCCc2ccccc2)CC1
18	-3	0	3	/	1	4	1	-6	CCC1CCCCN1C(=O)COc1cc(=O)n(C)c2ccccc12 (centres undefined)
13	3	-6	-6	31	-4	6	0	-36	CCOC(=O)N1CCN(c2ccc(C(=O)c3ccccc3)cc2F)CC1
-1	0	-12	-17	/	0	-1	-3	-87	O=C(c1cccc(F)c1)N1CCN(C(=O)c2cc(-c3ccc(Cl)cc3Cl)on2)CC1
-1	8	11	23	/	3	2	7	-1	Cc1cc(C)n2nc(SCC(=O)NCc3ccco3)nc2n1
13	-3	2	42	-17	2	-3	0	-6	CCN(CC)C(=O)C1CCCN(C(=O)Nc2ccc3nsnc3c2)C1 (centres undefined)
11	2	2	-9	8	4	5	2	2	CC(=O)c1sc(NC(=O)c2ccc(Cn3cc(Br)cn3)o2)nc1C
11	-1	6	-8	5	3	8	2	5	COc1nc(C#N)nc(N(C)C)n1
3	5	5	-5	/	1	1	6	2	CCOC(=O)c1sc2ccc(S(=O)(=O)N3CCOCC3)cc2c1N
20	-1	2	-11	-52	-4	3	4	-28	CCOC(=O)c1cc2c3ccccc3n(CC)c2nc1N

An excerpt of the results above:
AP complement	Ec RNAP inh	FXIa inh mix	CatS block	CatL inh	CatB inh	CatG inh	CatB mixtures	C1s block	mol
12	0	9	11	16	-1	-2	-1	12	CCNC(=O)c1sc(=S)n(CC)c1N
-19	6	2	16	0	7	-10	7	-8	C=CCNc1nc(N)c(C(=O)c2ccc3c(c2)OCO3)s1
-7	1	13	7	-1	2	2	0	-3	Cc1cc(NC(=O)COC(=O)CCCOc2ccc(Cl)cc2C)no1

More compounds follow.
AP complement	Ec RNAP inh	FXIa inh mix	CatS block	CatL inh	CatB inh	CatG inh	CatB mixtures	C1s block	mol
-2	11	8	-3	-2	1	8	1	13	COCC(=O)Nc1cccc(Br)c1
-5	4	4	-1	-1	2	0	5	2	CCn1c(C(=O)N2CCCC(C(=O)O)C2)cc2sccc21 (centres undefined)
23	0	9	-6	-12	-5	-1	4	-1	CC(=O)OC1C(OC(C)=O)N(C(C)=O)C(=O)N1C(C)=O (centres undefined)
-14	-5	0	2	9	0	-14	0	-12	CC(=O)c1cccc(N(CC(=O)O)S(C)(=O)=O)c1
12	-10	-13	-7	-62	-9	0	-6	-61	Cc1ccc(CNC(=O)c2cc3c(=O)n4cccc(C)c4nc3n(CC3CCCO3)c2=N)cc1 (centres undefined)
-10	4	2	11	24	7	-6	3	-19	O=C(CN1C(=O)C2CC=CCC2C1=O)Nc1ccc(S(=O)(=O)NC2=NCCCCC2)cc1 (centres undefined)

Sorted by SMILES length (lowest first): some entries from above
AP complement	Ec RNAP inh	FXIa inh mix	CatS block	CatL inh	CatB inh	CatG inh	CatB mixtures	C1s block	mol
-2	11	8	-3	-2	1	8	1	13	COCC(=O)Nc1cccc(Br)c1
7	2	7	0	-2	0	9	1	11	CCOC(=O)c1ccc(CC(=O)c2oc3cc(O)ccc3c2C)o1
-21	4	3	21	19	3	-10	5	-15	Cn1c2c(c(=O)n(C)c1=O)C(NC(=O)c1ccco1)(C(F)(F)F)C(=O)N2 (centres undefined)
